Screening data (PubChem)
KKLEB tox: cytotoxicity in KKLEB CF airway cells, primary screen, cytotoxicity control for CF NF-kB inhibitor project, cell-based, uHTS, fluorescence assay plates | KKLEB CF airway cells viability, ATPlite luminescence, overnight; active compounds read low; cells stimulated with P. aeruginosa culture filtrate | activity change (cytotoxicity), % at 5 µM | 360,000 tested, 0.36% active;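 active means corrected activity change at or below -50% at 5 µM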
TWEAK-Fn14 inh: inhibitors of TWEAK-Fn14 signaling, primary screen, luciferase reporter cells, uHTS; TWEAK-stimulated Fn14 reporter cells, luciferase luminescence, 8 h; inhibition, % at 10 µM; 360,000 tested, 2% active; in the data active means inhibition above about 50%
CF NFkB inh: inhibitors of PAF-induced NF-kB signaling, primary screen, cell-based, GFP fluorescence, uHTS | KKLEB NF-kB-GFP reporter, GFP fluorescence overnight | inhibition, % at 5 µM | 360,000 tested, 0.86% active | AID 588850, 2011;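 active means at least 50% inhibition at 5 µM, scaled per plate between neutral and stimulator controls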;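 further: PAF is a Pseudomonas aeruginosa culture filtrate used as stimulus; plate controls were PAF-stimulated DMSO wells for no effect and unstimulated DMSO wells for full effect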
iPSC survival up: enhancers of single-cell hiPSC survival, primary screen, ATPlite luminescence; 100% = ROCK inhibitor wells, 0% = DMSO; survival enhancement, % at 20 µM; 360,000 tested, 0.044% active; AID 602274, 2012; in the data active means survival enhancement above about 18%;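 further: cells exposed to compounds for 16 hours before the ATP read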
NR2E3 ag-1: NR2E3 agonists in two-hybrid cells, primary screen, cell-based, luminescence, CHO-S, Gal4-NCOR/VP16-NR2E3. Photoreceptor-specific nuclear receptor (Homo sapiens), Q9Y5X4. luciferase. inhibition of corepressor binding, % at 3.98 µM. 360,000 tested, 0.35% active. AID 602229, 2012;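 active means inhibition above the mean of all tested compounds plus 3 SD, cut at about 70% in these data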;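 further: 0% = DMSO with NR2E3 transfected cells and 100% = cells lacking NR2E3 construct; higher means lower luciferase signal from less NR2E3 corepressor binding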
Target sequence (Q9Y5X4 whole entry, looked up, the tested form may be a part): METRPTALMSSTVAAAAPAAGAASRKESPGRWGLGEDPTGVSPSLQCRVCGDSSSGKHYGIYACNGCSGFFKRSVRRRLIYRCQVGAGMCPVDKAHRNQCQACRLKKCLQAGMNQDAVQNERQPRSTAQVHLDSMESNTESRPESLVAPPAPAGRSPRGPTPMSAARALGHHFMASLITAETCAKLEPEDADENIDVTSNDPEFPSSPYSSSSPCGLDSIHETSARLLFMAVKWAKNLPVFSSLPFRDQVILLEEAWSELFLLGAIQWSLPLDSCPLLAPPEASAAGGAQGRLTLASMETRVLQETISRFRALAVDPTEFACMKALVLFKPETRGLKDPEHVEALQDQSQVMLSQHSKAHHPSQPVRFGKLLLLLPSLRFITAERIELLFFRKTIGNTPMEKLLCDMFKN
Peg3 prom inh: Peg3 promoter-driven luciferase inhibitors, primary screen, cell-based, HeLa, luciferase luminescence; HeLa PEG-Prom luciferase reporter, overnight; inhibition, % at 20 µM; 360,000 tested, 1.7% active;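 active means inhibition of at least 50% at 20 µM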
Shn3 inh set2: reduction of Shn3 3'UTR firefly luciferase signal, primary screen, Schnurri-3 inhibitor project, cell-based, Clone20 osteoblasts, set 2 | Clone20 osteoblast Shn3 3'UTR firefly luciferase, 24 h | inhibition, % at 12.5 µM | 360,000 tested, 0.52% active | AID 588674, 2011;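 active means mean inhibition of at least 75% with every replicate also reaching 75%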;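 further: 0% = median of neutral control wells and 100% = pilot-screen positive control compound; some compounds past the cut are filed as inactive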
aDG glyco up: activators of alpha-DG glycosylation, primary screen, uHTS, Pro5-aDG cells, AlphaScreen; alpha-DG glycosylation AlphaScreen (IIH6); 0% Pro5, 100% B10-LARGE cell signal; activation, % at 10 µM; 360,000 tested, 0.22% active;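 active means activation of at least 8% versus controls, or a plate z-score of at least 8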;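 further: Pro5 are CHO cells carrying HIG-tagged alpha-DG that lacks glycosylation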
NR2E3 ag-2: inhibitors of NR2E3-RetCOR corepressor binding, primary screen, NR2E3 agonist project, biochemical, TR-FRET, GST-NR2E3, biotin-RetCOR. Photoreceptor-specific nuclear receptor (Homo sapiens), Q9Y5X4. 1536-well. inhibition of corepressor binding, % at 4.78 µM. 320,000 tested, 0.12% active. AID 2300, 2010;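 active means percent inhibition above the cutoff of mean plus 3 SD of all tested compounds, set per screening campaign, cut at about 20% in these data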;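 further: 0% = DMSO wells and 100% = biotin wells as full block of FRET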
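Test system – NR2E3–RetCOR corepressor complex · Quantity – NR2E3 fusion 1.35 nM · Buffer or medium – Tris pH 7.5 · Incubation – Compound–protein incubation for 5 h at 4 °C · Technique – TR-FRET, Eu(K)-anti-GST donor, streptavidin-D2 acceptor, ex 340, em 617/671 nm · Evaluation – percent inhibition of 671/617 nm emission ratio versus biotin and DMSO controls · Plate – 1536-well format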
HIF-2a block: HIF-2a reporter inhibitors, primary screen, luminescence, 786-0 RCC cells; inhibition, % at 18.8 µM; 360,000 tested, 0.72% active; 786-0 RCC cells HIF-2a reporter, luciferase luminescence, overnight;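 active means inhibition of the luminescence signal of 40% or more relative to plate controls, in a single-dose primary screen at 18.75 µM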
TRPM1 prom inh: inhibitors of MITF-dependent TRPM1 promoter reporter, primary screen, cell-based, SK-MEL-5, single point, luciferase | SK-MEL-5 TRPM1 promoter luciferase, 24 h | inhibition, % at 12.5 µM | 330,000 tested, 0.83% active | AID 488899, 2010;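 active means mean inhibition across replicates of 60% or more, whatever share of single replicates reaches that level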; further: values of inactives mirror those of a sister screen read the other way
The depositor's hits bear a star; . = not tested or not shown.

1) Cc1cc2c(cc1S(=O)(=O)N1CCOCC1)NC(=O)CO2
2) CCC(=O)NC(=S)Nc1ccc(NC(=O)COc2ccc([N+](=O)[O-])cc2)cc1
3) COc1ccccc1CCC(=O)Nc1ccc(C)cc1Cl
4) S=C(NCCc1ccccc1)NCc1ccccc1Cl
5) CCN(C(=O)COC(=O)c1cc(S(=O)(=O)N(C)C)ccc1Cl)C1CCS(=O)(=O)C1 (stereo not drawn)
6) CCCOc1ccccc1C1C(C(=O)OC)=CN(C(C)C)C=C1C(=O)OC
7) CC(=O)Nc1ccc2c(c1)[nH]c(=O)c1ccccc12
8) COc1ccccc1N1CCN(C(CNC(=O)c2ccco2)c2cccnc2)CC1 (stereo not drawn)
9) COc1ccc(CCNC(=O)COC(=O)c2cnc(C)cn2)cc1
10) Cc1cccc(NC(=O)C2CCC(CNC(=O)[C@@H]3Cc4ccccc4CN3)CC2)c1 (stereo partly drawn)

entry no. | 1 | 2 | 3 | 4 | 5 | 6 | 7 | 8 | 9 | 10
KKLEB tox | 14 | 6 | 7 | 6 | -3 | 16 | -1 | 4 | -12 | 4
TWEAK-Fn14 inh | 40 | -8 | -53 | 2 | 7 | 8 | -4 | 12 | 1 | 23
CF NFkB inh | -10 | -21 | -7 | 2 | 16 | -2 | -7 | -1 | 10 | -8
iPSC survival up | -0.5 | -3.5 | -0.7 | -1.8 | -0.4 | -1.1 | 0.5 | -2.4 | -0.6 | 0.8
NR2E3 ag-1 | -26 | 4 | -35 | -12 | -21 | -21 | -20 | 3 | -14 | -11
Peg3 prom inh | 2 | 10 | -222 | -46 | 0 | 18 | 8 | 17 | 8 | -20
Shn3 inh set2 | -9 | 22 | -24 | -11 | -8 | 18 | -15 | -23 | 6 | 4
aDG glyco up | 0.1 | -0.2 | -0.3 | 0.1 | 0.0 | 0.1 | -0.1 | 0.4 | -0.1 | -0.1
NR2E3 ag-2 | 2 | 0 | 2 | -4 | -2 | 3 | . | 2 | -3 | 1
HIF-2a block | 14 | -7 | -288 | -64 | 9 | 11 | -56 | 4 | 2 | 2
TRPM1 prom inh | -5 | -7 | -65 | -23 | -1 | 1 | -13 | . | -16 | 1

An excerpt from above in order of their number in Peg3 prom inh, largest number first:
# | Structure | Peg3 prom inh
6 | CCCOc1ccccc1C1C(C(=O)OC)=CN(C(C)C)C=C1C(=O)OC | 18
9 | COc1ccc(CCNC(=O)COC(=O)c2cnc(C)cn2)cc1 | 8
1 | Cc1cc2c(cc1S(=O)(=O)N1CCOCC1)NC(=O)CO2 | 2

Other compounds follow.
11) Cc1c(N(C)C)c(=O)n(-c2ccccc2)n1C
12) Cc1cc(NC(=O)CCC(=O)N(c2cccnc2)C(C(=O)NC2CCCC2)c2ccccc2)no1 (stereo not drawn)
13) O=C(OCc1c(-c2ccccc2)ncc2ccccc12)c1cccs1
14) Cc1nc(C)n(C(=O)N(c2ccccc2)c2ccccc2)n1
15) CCOC(=O)[C@H]1[C@H]2COc3ccc(Br)cc3[C@@H]2N2C(=O)CN(Cc3ccco3)C(=O)[C@@]12C
16) CC(=O)N1c2ccc(S(=O)(=O)N3CCCCC3)cc2CC1C(=O)Nc1ccccc1C(F)(F)F (stereo not drawn)
17) COc1cccc(C(=O)N(C)CC2CCN(CCc3cccc(C(F)(F)F)c3)CC2)c1
18) C[C@H](NS(=O)(=O)c1ccc(Cl)cc1)C(=O)OCC(=O)Nc1cc(S(=O)(=O)N2CCOCC2)ccc1Cl
19) N#Cc1cccc(-c2csc(C(O)(c3ccccc3)C(F)(F)F)n2)c1 (stereo not drawn)
20) Cc1cc(Br)cn2c(Cc3ccccc3)c(-c3cccc(Br)c3)nc12

entry no. | 11 | 12 | 13 | 14 | 15 | 16 | 17 | 18 | 19 | 20
KKLEB tox | 0 | -1 | 5 | 0 | -2 | -19 | 6 | -3 | 2 | -7
TWEAK-Fn14 inh | -4 | -9 | -1 | 10 | 14 | 2 | -9 | 0 | -5 | 26
CF NFkB inh | 12 | 4 | 13 | -4 | 3 | 9 | -16 | 7 | -30 | 15
iPSC survival up | 0.9 | -0.8 | -2.6 | -1.4 | 1.9 | -0.4 | -0.5 | -0.4 | 1.3 | -0.6
NR2E3 ag-1 | -12 | -16 | 14 | -4 | 15 | -27 | 4 | 12 | -28 | -34
Peg3 prom inh | 2 | 6 | -25 | 13 | -1 | -12 | 13 | 5 | 33 | 0
Shn3 inh set2 | -6 | 2 | 26 | 1 | -2 | 4 | 9 | -15 | 2 | -14
aDG glyco up | 0.0 | -0.4 | 0.2 | -0.1 | 0.2 | 0.1 | 0.0 | -0.2 | 0.2 | -0.2
NR2E3 ag-2 | 3 | 0 | . | 2 | -2 | 4 | 3 | . | . | .
HIF-2a block | -5 | 18 | -31 | 10 | 13 | 9 | 14 | 8 | 13 | -21
TRPM1 prom inh | 4 | 0 | -7 | 13 | -4 | -2 | 8 | -11 | . | .

Part of the list above, as labelled records:
(15) CCOC(=O)[C@H]1[C@H]2COc3ccc(Br)cc3[C@@H]2N2C(=O)CN(Cc3ccco3)C(=O)[C@@]12C
  KKLEB tox: -2; TWEAK-Fn14 inh: 14; CF NFkB inh: 3; iPSC survival up: 1.9; NR2E3 ag-1: 15; Peg3 prom inh: -1; Shn3 inh set2: -2; aDG glyco up: 0.2; NR2E3 ag-2: -2; HIF-2a block: 13; TRPM1 prom inh: -4
(16) CC(=O)N1c2ccc(S(=O)(=O)N3CCCCC3)cc2CC1C(=O)Nc1ccccc1C(F)(F)F (stereo not drawn)
  KKLEB tox: -19; TWEAK-Fn14 inh: 2; CF NFkB inh: 9; iPSC survival up: -0.4; NR2E3 ag-1: -27; Peg3 prom inh: -12; Shn3 inh set2: 4; aDG glyco up: 0.1; NR2E3 ag-2: 4; HIF-2a block: 9; TRPM1 prom inh: -2

Later entries
21) CCC1CCc2sc(C(=O)NCc3ccccn3)cc2C1 (stereo not drawn)
22) O=C(O)c1ccccc1OCC1CCCO1 (stereo not drawn)
23) O=C(C1=C[C@@H]2[C@H]3C(=O)N(c4cccc(Cl)c4)C(=O)[C@H]3[C@@H](C(=O)c3ccc(Cl)cc3)N2C=C1)c1ccccc1
24) C[C@@H]1CN([C@H](C)CO)C(=O)CCCn2nncc2CO[C@H]1CN(C)Cc1ccc(C(F)(F)F)cc1
25) COc1ccc(C(=O)NCN2CCN(c3ccccc3)CC2)cc1OC
26) Cn1cccc1CC(=O)NNC(=O)Nc1cccc(Cl)c1
27) Cc1ccnc(NC(=O)c2ccc(Cl)c(NC(=O)C(C)Oc3ccccc3)c2)c1 (stereo not drawn)
28) CC(C)(C#N)Cc1cc(CC(C)(C)C#N)cc(C(C)(C)C)c1
29) O=C(c1cccc(S(=O)(=O)Nc2ccccc2F)c1)N1CCN(c2ccccc2F)CC1
30) COc1ccccc1CNC(=O)CCCNC(=O)c1ccc(Cl)cc1

entry no. | 21 | 22 | 23 | 24 | 25 | 26 | 27 | 28 | 29 | 30
KKLEB tox | -5 | -12 | 5 | -19 | 7 | -19 | 6 | 9 | 10 | 11
TWEAK-Fn14 inh | -29 | 9 | 0 | 0 | 7 | -10 | 0 | -5 | 2 | -2
CF NFkB inh | -5 | 18 | -5 | 7 | 5 | -7 | 3 | 0 | -10 | -10
iPSC survival up | -0.6 | -0.3 | 2.3 | 0.3 | -0.3 | 1.7 | 0.4 | -2.7 | -0.2 | -0.2
NR2E3 ag-1 | -39 | -20 | -9 | -5 | -26 | -11 | -76 | -16 | 20 | -7
Peg3 prom inh | -216 | -11 | 11 | 5 | 0 | 10 | -24 | 4 | 1 | 14
Shn3 inh set2 | -4 | -4 | -18 | -5 | -6 | -26 | 3 | -5 | 17 | 0
aDG glyco up | 0.5 | 0.0 | -0.4 | 0.4 | 0.0 | 0.5 | 0.3 | 0.2 | -0.3 | 0.1
NR2E3 ag-2 | -2 | 3 | -2 | . | 5 | 4 | -2 | 3 | 1 | -1
HIF-2a block | -229 | 13 | 17 | -2 | 7 | 17 | -76 | 21 | 14 | 8
TRPM1 prom inh | -22 | -5 | 9 | . | . | -2 | 0 | -15 | -6 | 5

A few values from above:
#21 – NR2E3 ag-2: -2
#2 – Peg3 prom inh: 10

Remaining list, next part:
31) CCCCN(C=O)c1c(CC)nc2ccc(C(=O)NCCN(C)C)cn12
32) CCC(C)Nc1nc(N)c([N+](=O)[O-])c(N2CCCCCC2)n1 (stereo not drawn)
33) COc1cccc(CN(C)C(=O)c2ccc3c(=O)n4c(nc3c2)CCC4)c1
34) CCC(=O)Nc1c(-c2ccc(OC)cc2)c(=O)c2ccccc2n1C
35) COc1ccc(CNC(=O)Nc2cccc(Cl)c2)cc1
36) Cc1[nH]c2ccccc2c1SCC(=O)N1CCCc2ccccc21
37) N#Cc1cnc(Nc2nc3ccccc3o2)nc1-c1ccccc1
38) CC1=C(C(=O)N(C)C)CC(CC(=O)NCc2cccs2)C(=O)N1CCC1=CCCCC1 (stereo not drawn)
39) Cc1ccc(C)c(-n2c(SCC(=O)O)nc3sc4c(c3c2=O)CCCC4)c1
40) O=C(CS(=O)c1ccccc1[N+](=O)[O-])Oc1ccc(Br)cc1 (stereo not drawn)
41) O=CNCCCc1nc2ccccc2n1Cc1ccccc1

entry no. | 31 | 32 | 33 | 34 | 35 | 36 | 37 | 38 | 39 | 40 | 41
KKLEB tox | -5 | -29 | -10 | -3 | 14 | -8 | 9 | 6 | 3 | 14 | 1
TWEAK-Fn14 inh | 13 | 17 | -7 | 7 | -24 | 17 | -3 | -15 | -22 | 6 | 22
CF NFkB inh | -8 | 26 | 15 | 1 | -8 | 24 | -60 | -38 | 28 | -18 | -16
iPSC survival up | -1.4 | 0.4 | -0.2 | -4.2 | 0.0 | 1.5 | -2.7 | -2.9 | -0.5 | 14 | -1.9
NR2E3 ag-1 | -33 | 15 | -13 | 11 | -109 | -19 | -27 | -16 | -13 | -20 | 0
Peg3 prom inh | 1 | 23 | 3 | -1 | -206 | 21 | -29 | -108 | 4 | 2 | 10
Shn3 inh set2 | -9 | 9 | 4 | 6 | -61 | 17 | -28 | -48 | 10 | -1 | 0
aDG glyco up | -0.2 | 0.0 | -0.2 | -0.2 | 0.0 | 0.0 | -0.1 | 0.1 | -0.1 | 0.0 | -0.2
NR2E3 ag-2 | . | 0 | 0 | 0 | . | 0 | 1 | . | -7 | -3 | -2
HIF-2a block | 1 | 12 | 4 | 10 | -212 | 9 | -53 | -47 | 10 | 13 | 15
TRPM1 prom inh | . | 1 | 6 | -1 | -59 | 3 | -9 | . | 2 | 6 | -7
